Screens as filed in PubChem.
BAZ2B inh = inhibitors of human BAZ2B bromodomain | Q9UIF8 | Potency, µM (top dose mostly 114 µM), for inactives: top-dose activity change, negative = inhibition, most hits filed as inhibitors | AID 504333 | 4.4% of 360,000 active | AlphaScreen BAZ2B-H3K14Ac peptide displacement; also: potency is read from the fitted curve at half-maximal effect; % is scaled to controls: 0 for no effect and ±100 for the full control effect; nearly all actives have a fitted effect of over 60% in size
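Protein-peptide AlphaScreen: BAZ2B 50 nM, b-H3K14Ac 50 nM, 1x PBS pH 7.4 + 0.01% Tween-20. Preincubation 30 min RT; cpd 30 min RT (top 110 uM); beads 20 min RT, light-protected.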
RGS4 inhibitor = inhibitors of human regulator of G protein signaling 4. P49798. Potency, µM (series often up to 114 µM), without a hit: at the highest dose activity change, negative = inhibition, actives largely listed as inhibitors. AID 504845. Transcreener GDP fluorescence polarization, RGS4-accelerated GTP hydrolysis. 0.039% of 390,000 active; also: potency is read from the fitted curve at half-maximal effect; % is scaled to controls: 0 for no effect and ±100 for the full control effect; nearly all actives have a fitted effect of over 75% in size; some results filed as inactive show a strong effect at the top dose
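MLSMR compounds (23 nl, pin-transferred) preincubated 10 min at room temperature with a 500nM (2x) first reagent, then RGS4 at 900nM (2x) plus Transcreener GDP mix added; fluorescence polarization (620/688 nm) read before and after 90 min at 30 °C.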
ERG-DNA inh = inhibitors of human ERG Ets domain-DNA interaction. fluorescence polarization, His-ERG Ets domain / labelled DNA. Potency, µM (titrated, usually from 76.9 µM), inactives show at the top dose FP activity, negative = inhibition, actives largely listed as inhibitors. 0.028% of 370,000 active. P11308; active = well fitted inhibition curve with a large enough effect in the polarisation, with a control signal flat; inconclusive = small, poorly fitted or top-dose-only effect, or effect the other way, or a change in a side signal; inactive = no such curve, though single readings can be large or run the other way; the % refers to the polarisation;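 also: polarization taken with two DNA probes labelled with fluorescein and Texas red; potency is read from the fitted curve at half-maximal effect; % of control where 0% means no effect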
Target sequence (P11308 whole entry, looked up, the tested form may be a part): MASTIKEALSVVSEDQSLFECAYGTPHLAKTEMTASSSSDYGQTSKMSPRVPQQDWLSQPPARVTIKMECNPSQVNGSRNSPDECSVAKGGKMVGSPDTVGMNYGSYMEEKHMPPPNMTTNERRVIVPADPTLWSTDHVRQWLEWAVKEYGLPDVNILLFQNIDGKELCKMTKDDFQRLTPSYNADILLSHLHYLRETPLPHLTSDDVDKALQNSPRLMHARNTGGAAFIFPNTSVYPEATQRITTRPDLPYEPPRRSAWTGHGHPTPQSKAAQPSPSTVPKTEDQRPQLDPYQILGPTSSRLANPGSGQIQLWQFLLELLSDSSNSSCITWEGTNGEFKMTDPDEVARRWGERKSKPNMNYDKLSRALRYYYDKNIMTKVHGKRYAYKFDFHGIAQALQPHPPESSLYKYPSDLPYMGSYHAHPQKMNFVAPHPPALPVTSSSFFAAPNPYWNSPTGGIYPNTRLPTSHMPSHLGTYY
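His-tagged ERG Ets domain (1 uM in the protein solution; 300mM KCl, 50mM Tris-HCl, 1mM EDTA, 1mM DTT, pH 7.5) received compound, then a probe mix of 5 nM fluorescein-DNA and 100nM Texas-615-DNA. Fluorescence polarization was read for both dyes.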
ALOX12 inh = inhibitors of human 12S-lipoxygenase ALOX12. P18054. purified 12hLO, xylenol orange hydroperoxide absorbance. Potency, µM (top dose mostly 108 µM), for the others: at the top dose activity change, negative = inhibition, actives largely listed as inhibitors. 1.1% of 580,000 active; also: potency is read from the fitted curve at half-maximal effect; % is scaled to controls: 0 for no effect and ±100 for the full control effect
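Purified human 12hLO at 150 nM in 25 mM Hepes, 0.01% Triton X-100, pH 7.0, preincubated 15 min at room temperature with compound. Reaction started with 40 uM arachidonic acid, 30 min at room temperature. Hydroperoxide measured by Fe-xylenol orange, 573/405 nm absorbance ratio.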
GLS inhibitor = inhibitors of human glutaminase (GLS); GLS enzymatic activity, qHTS titration; Potency, µM (top dose mostly 45.5 µM), without a hit: at the top dose activity change, negative = inhibition, usual class: inhibitors; 0.21% of 410,000 active; also: potency is read from the fitted curve at half-maximal effect; % is scaled to controls: 0 for no effect and ±100 for the full control effect
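Human kidney-isoform GLS in 45 mM KH2PO4 pH 8.2, 0.02% Tween-20, with compound, started with 1mM L-Glutamine (added stock). Glutamate oxidase/HRP/Amplex red coupled fluorescence read at start and after 30 min at RT.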
PI4K2A inh = blocks human PI4K2A kinase activity. Q9BTU6. purified PI4K2A, ADP-Glo luminescence, 1 h; hits give low values. activity change, negative = inhibition, % at 76.9 µM. 0.13% of 420,000 active; in the data active = activity change below about -50%; inconclusive = mostly about -30% to -49%;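 also: -100% = wells without enzyme as full effect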
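PI4K2A activity was measured by ADP-Glo luminescence: enzyme (4 ug/mL stock) and phosphatidylinositol (1.2 mM stock) in Tris pH 7.5/MgCl2/EGTA/Triton X-100 buffer were reacted with ATP (300 microM stock) for one hour at ambient temperature.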
G9a inh = G9a (human) methyltransferase inhibition. Q96KQ7. G9a H3K9 monomethylation, AlphaScreen, 2 h. Potency, µM (titrated, usually from 102 µM), for inactives: at the highest dose activity, negative = inhibition, actives largely listed as inhibitors. 8.8% of 350,000 active; also: potency is read from the fitted curve at half-maximal effect; % is scaled to controls: 0 for no effect and ±100 for the full control effect; nearly all actives have a fitted effect of over 75% in size
Target sequence (Q96KQ7 913-1193 limits assumed): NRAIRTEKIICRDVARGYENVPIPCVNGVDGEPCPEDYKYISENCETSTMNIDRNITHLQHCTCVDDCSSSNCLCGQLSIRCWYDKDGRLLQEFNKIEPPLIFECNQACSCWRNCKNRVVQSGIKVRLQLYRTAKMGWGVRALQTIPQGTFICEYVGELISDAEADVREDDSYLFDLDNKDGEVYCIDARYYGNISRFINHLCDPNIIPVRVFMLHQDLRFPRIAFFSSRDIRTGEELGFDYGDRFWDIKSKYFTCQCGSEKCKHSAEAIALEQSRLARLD
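Step 1: enzyme (final 20 nM) with compound, 15 min RT. Step 2: substrate peptide 500 nM and SAM 20 uM, 2 h RT. Step 3: anti-H3K9me1 antibody and AlphaScreen beads, 10 min, then plate read.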
HP1b chromo inh = blocks HP1-beta chromodomain binding to methylated histone tails; AlphaScreen HP1-beta / biotin-H3K9me3 peptide binding; Potency, µM (top dose mostly 114 µM), without a hit: at the highest dose activity change, negative = inhibition, most hits filed as inhibitors; 0.56% of 390,000 active; also: potency is read from the fitted curve at half-maximal effect; nearly all actives have a fitted effect of over 70% in size; inactives centre near 23
Target sequence (P83916 whole entry, looked up): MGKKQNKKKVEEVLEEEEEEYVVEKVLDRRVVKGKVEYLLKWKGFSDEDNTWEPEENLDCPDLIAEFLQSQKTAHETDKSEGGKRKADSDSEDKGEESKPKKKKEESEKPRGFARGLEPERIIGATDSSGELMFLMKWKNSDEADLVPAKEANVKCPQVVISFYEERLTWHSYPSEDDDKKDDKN
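HP1-beta protein (50 nM final) preincubated 30 min at room temperature with biotinylated H3(1-18)K9me3 peptide (50 nM) in PBS pH 7.4, 0.01% Tween-20, then compound added for 30 min. AlphaScreen streptavidin donor/nickel chelate acceptor beads (10 ug/mL final), 30 min dark, luminescence read.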
JMJD2A Tudor inh = inhibitors of human JMJD2A Tudor domain; AID 504339; O75164; 4.4% of 390,000 active; Potency, µM (doses to about 114 µM), for inactives: at the top dose activity change, negative = inhibition, usual class: inhibitors; AlphaScreen JMJD2A-Tudor / H3K4me3 peptide binding; also: potency is read from the fitted curve at half-maximal effect; % is scaled to controls: 0 for no effect and ±100 for the full control effect; nearly all actives have a fitted effect of over 50% in size
Starred values were filed as active, the others as inactive; & = joins results of further samples; [ ] = dose if it differs, or a comment. Unless noted, calls follow the shape of the dose curve; as a rule, active = well fitted curve in the direction sought with a large enough effect; inconclusive = small, poorly fitted or top-dose-only effect, or another doubt; inactive = no such curve, though single readings can be large; an effect the other way counts as inactive or inconclusive.

O=C(O)c1ccccc1N=Nc1c(O)[nH]c(=O)[nH]c1=O was read as BAZ2B inh -15%, RGS4 inhibitor 15%, ERG-DNA inh 0%, ALOX12 inh inconclusive, GLS inhibitor 0%, PI4K2A inh 1, G9a inh inconclusive, HP1b chromo inh 37% and JMJD2A Tudor inh -13%.
Cc1ccc(N2CCN(C(=O)c3cn(CC4CCCCC4)nn3)C(C)C2)cc1 (centres undefined) was read as RGS4 inhibitor -18%, ERG-DNA inh -12%, ALOX12 inh -5%, GLS inhibitor 3%, PI4K2A inh 1, HP1b chromo inh 3% and JMJD2A Tudor inh inconclusive.
Screening O=c1[nH]c2ccccc2c(=O)n1-c1ccc(Cl)cc1Cl returned BAZ2B inh -13%, RGS4 inhibitor -31%, ERG-DNA inh -2%, ALOX12 inh -6%, GLS inhibitor -13%, PI4K2A inh -4, G9a inh -3%, HP1b chromo inh 35% and JMJD2A Tudor inh -1%.
Screening CCCCCn1c(=O)c(C(=O)Nc2nc(CC(=O)OCC)cs2)c(O)c2ccccc21 returned BAZ2B inh 8%, RGS4 inhibitor -14%, ERG-DNA inh -1%, ALOX12 inh 17%, GLS inhibitor 7%, PI4K2A inh -2, G9a inh -1%, HP1b chromo inh 44%[activator] and JMJD2A Tudor inh 8%.
For O=c1c2ccccc2nc(-c2cccs2)n1-c1ccccc1 the results were BAZ2B inh -23%, RGS4 inhibitor 8%, ERG-DNA inh 0%, ALOX12 inh 185%[activator], GLS inhibitor 1%, PI4K2A inh 4, G9a inh 18%, HP1b chromo inh 20% and JMJD2A Tudor inh 9%.
Screening c1ccc(CC(NCc2ccco2)c2ccccc2)cc1 (centres undefined) returned BAZ2B inh 6%, RGS4 inhibitor -24%, ERG-DNA inh 12%, ALOX12 inh 8%, GLS inhibitor 0%, PI4K2A inh -2, G9a inh 10%, HP1b chromo inh 38% and JMJD2A Tudor inh 5%.
For Cc1ccc(-c2nc3ccccc3c(=O)n2-c2cc(C)ccn2)cc1 the results were BAZ2B inh 10%, RGS4 inhibitor -5%, ERG-DNA inh -5%, ALOX12 inh -26%, GLS inhibitor -2%, PI4K2A inh 7, G9a inh -7%, HP1b chromo inh 25% and JMJD2A Tudor inh 3%.
Screening CC(C)c1cccc(C(C)C)c1OC(=O)NC(=O)c1c(F)cccc1F returned BAZ2B inh 2%, RGS4 inhibitor -9%, ERG-DNA inh -7%, ALOX12 inh -15%, GLS inhibitor -7%, PI4K2A inh 6, G9a inh 15%[12.7 µM], HP1b chromo inh 45%[activator] and JMJD2A Tudor inh -20%.
Cc1ccc(NC(=O)N(Cc2ccc3c(c2)OCO3)C2CCN(Cc3ccccc3)CC2)cc1Cl was read as BAZ2B inh -39%, RGS4 inhibitor -13%, ERG-DNA inh 0%, ALOX12 inh 45µM*, GLS inhibitor -7%, PI4K2A inh -4, G9a inh inconclusive, HP1b chromo inh -1% and JMJD2A Tudor inh inconclusive.
`CC1([N+](=O)[O-])COP(=O)(Nc2ccc(Cl)cc2)OC1` (centres undefined) gave RGS4 inhibitor 2%, ERG-DNA inh -11%, ALOX12 inh inconclusive, GLS inhibitor 2%, PI4K2A inh 0, HP1b chromo inh 47%[activator] and JMJD2A Tudor inh -1%.
COC(=O)C1=C(c2ccc(OC(F)(F)F)cc2)C[C@@H]2CC[C@H]1N2C(=O)N1CCCC1 was read as BAZ2B inh 7%, RGS4 inhibitor 2%, ERG-DNA inh 0%, ALOX12 inh -11%, GLS inhibitor 0%, PI4K2A inh 3, G9a inh 8%[2.33 µM], HP1b chromo inh 33% and JMJD2A Tudor inh -11%.
COC(=O)c1ccc(N2C(=O)CC(N3CCC(n4c(=O)[nH]c5ccccc54)CC3)C2=O)cc1 (centres undefined) was read as BAZ2B inh -1%, RGS4 inhibitor -11%, ERG-DNA inh 7%, ALOX12 inh 0%, GLS inhibitor 8%, PI4K2A inh -9, G9a inh inconclusive, HP1b chromo inh 44%[activator] and JMJD2A Tudor inh -25%.
Screening CCn1cc(C(=O)NCCc2ccc(OC)c(OC)c2)c(=O)c2cc(S(=O)(=O)N(C)C3CCCCC3)ccc21 returned RGS4 inhibitor -2%, ERG-DNA inh 1%, ALOX12 inh inconclusive, GLS inhibitor 5%, PI4K2A inh -4, G9a inh inconclusive, HP1b chromo inh 1% and JMJD2A Tudor inh -35%.
For O=C1C2C3CCC(O3)C2C(=O)N1CCO (centres undefined) the results were BAZ2B inh -22%, RGS4 inhibitor 12%, ERG-DNA inh -3%, ALOX12 inh 0%, GLS inhibitor 3%, PI4K2A inh 7, G9a inh -1%[59 µM], HP1b chromo inh 8% and JMJD2A Tudor inh -15%.
For COc1ccc(-n2c(Cc3cccc([N+](=O)[O-])c3)nc3ccccc3c2=O)cc1 the results were BAZ2B inh -34%, RGS4 inhibitor -4%, ERG-DNA inh 2%, ALOX12 inh -25%, GLS inhibitor 10%, PI4K2A inh -3, G9a inh 20%[59 µM], HP1b chromo inh 16% and JMJD2A Tudor inh -19%.
For C[N+]1(C)C2CC(OC(=O)[C@H](CO)c3ccccc3)CC1C1OC12 (some centres undefined) the results were RGS4 inhibitor 6%[56.9 µM], ERG-DNA inh -4%, ALOX12 inh -7%, GLS inhibitor 18%, PI4K2A inh -5&1&2, G9a inh 10%&-10%[59 µM], HP1b chromo inh 20% and JMJD2A Tudor inh -4%.
`C[C@]12CC[C@H](O)C[C@@H]1CC[C@@H]1[C@@H]2CC[C@]2(C)C(=O)CC[C@@H]12` gave BAZ2B inh 0%, RGS4 inhibitor -7%, ERG-DNA inh -4%, ALOX12 inh 3%, GLS inhibitor 1%, PI4K2A inh 1, G9a inh 21%[12.7 µM], HP1b chromo inh 49%[activator] and JMJD2A Tudor inh -23%.
CCOC(=O)C1(CCOc2ccccc2)CCN(C(C)CSC)CC1 (centres undefined) was read as BAZ2B inh -30%, RGS4 inhibitor 16%, ERG-DNA inh 18%, ALOX12 inh 222%[activator], GLS inhibitor -1%, PI4K2A inh 5, HP1b chromo inh 27% and JMJD2A Tudor inh -19%.
Screening CCN1C(=NCCOC)N[C@@H](c2cccc(F)c2)C(C(=O)OC)=C1C returned BAZ2B inh -5%, RGS4 inhibitor -12%, ERG-DNA inh 3%, GLS inhibitor -1%, PI4K2A inh -3, HP1b chromo inh 22% and JMJD2A Tudor inh inconclusive.
`CN(C(=O)CSc1nc2ccc(NC(=O)COc3ccc(Cl)cc3)cc2s1)c1ccccc1` gave BAZ2B inh -4%, RGS4 inhibitor 6%, ERG-DNA inh 1%, ALOX12 inh 0%, GLS inhibitor 6%, PI4K2A inh 0, G9a inh 7%[59 µM], HP1b chromo inh 39%[activator] and JMJD2A Tudor inh -8%.
`c1cncc(C2CC(c3cccs3)n3ncnc3N2)c1` (centres undefined) gave BAZ2B inh 6%, RGS4 inhibitor -17%, ERG-DNA inh -4%, ALOX12 inh 294%[activator], GLS inhibitor -10%, PI4K2A inh -10, G9a inh -2%[12.7 µM], HP1b chromo inh 35% and JMJD2A Tudor inh -11%.
For COc1ccc(C(C)=O)cc1Cc1c(O)[nH]c(=S)[nH]c1=O the results were BAZ2B inh -18%, RGS4 inhibitor inconclusive, ERG-DNA inh 25%, ALOX12 inh inconclusive, GLS inhibitor -18%, PI4K2A inh 1, G9a inh 8.9µM*, HP1b chromo inh -7% and JMJD2A Tudor inh inconclusive.
Screening Cc1ccc(CNCc2c(C(=O)O)n(Cc3ccccc3C)c3cc(C)ccc23)cc1 returned BAZ2B inh -1%, RGS4 inhibitor -2%, ERG-DNA inh 0%, ALOX12 inh -1%, GLS inhibitor 1%, PI4K2A inh -3, G9a inh -1%[59 µM], HP1b chromo inh 40%[activator] and JMJD2A Tudor inh -1%.
For COc1ccc(/C=C2\C(=O)NC(=S)N(C)C2=O)cc1C the results were BAZ2B inh inconclusive, RGS4 inhibitor inconclusive, ERG-DNA inh 5%, ALOX12 inh inconclusive, GLS inhibitor 135%[activator], PI4K2A inh inconclusive, HP1b chromo inh 8.9µM* and JMJD2A Tudor inh 4µM*.
Screening COc1ccccc1NC(=O)COC(=O)c1cn(C)c2ccccc12 returned BAZ2B inh 7%, RGS4 inhibitor inconclusive, ERG-DNA inh 9%[15.4 µM], ALOX12 inh -3%, GLS inhibitor -4%, PI4K2A inh -4, G9a inh 5%[2.33 µM], HP1b chromo inh 34% and JMJD2A Tudor inh -2%.
CCOc1cc(C=C2C(=O)NC(=S)NC2=O)ccc1O was read as RGS4 inhibitor inconclusive, ERG-DNA inh 2%, ALOX12 inh -27%, GLS inhibitor 3%, PI4K2A inh -6, HP1b chromo inh inconclusive and JMJD2A Tudor inh 32µM*.
`COC(=O)C1=C(c2cc3ccccc3o2)C[C@@H]2CC[C@H]1N2C(=O)NCc1ccco1` gave RGS4 inhibitor -27%, ERG-DNA inh -12%, ALOX12 inh -4%, GLS inhibitor 1%, PI4K2A inh 4, HP1b chromo inh 28% and JMJD2A Tudor inh -22%.
Cc1cc(OCC(=O)N2CCCN(C)CC2)ccc1Cl was read as BAZ2B inh 2%, RGS4 inhibitor 0%, ERG-DNA inh -1%, ALOX12 inh -10%, GLS inhibitor 6%, PI4K2A inh -2, G9a inh 4%, HP1b chromo inh 25% and JMJD2A Tudor inh -10%.

These rows are one share of the data; rates above refer to the full screens.
